Assay outcomes deposited in PubChem by Sanford-Burnham Center for Chemical Genomics.
GRIN3A LBD mod: NR3A (human) ligand-binding domain modulation. NR3A LBD differential scanning fluorimetry, Tm shift; 0% = protein alone, 100% = glycine-bound protein. Tm shift relative to glycine control, % at 25 µM. 2.5% of 340,000 active. AID 1259313;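 active = melting temperature shift of at least 10% of the positive control shift, at one fixed dose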
HKDC1 inhibitor: inhibitors of human hexokinase HKDC1. Q2TB90. recombinant HKDC1, G6PDH/diaphorase resazurin coupled fluorescence. inhibition, % at 20 µM. 0.16% of 340,000 active. AID 493160;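 active = inhibition above about 35% when tested at 20 µM, limit read from the data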;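 note: plate controls were DMSO wells with enzyme for no effect and DMSO wells lacking enzyme for full effect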
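System: Recombinant HKDC1 hexokinase | Amount: HKDC1 at 5 µg/mL | Reagent: Glucose with 1 mM ATP | Doses: Single 20 µM dose | Incubation: Reaction time 90 min, room temperature, protected from light | Signal: Coupled resazurin fluorescence, excitation 525 nm, emission 613 nm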
MPTP inh: blocks calcium-induced mitochondrial swelling | isolated mouse mitochondria, Ca2+ swelling absorbance, 30 min | inhibition, % at 10 µM | 1.4% of 360,000 active | AID 602449;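 active = inhibition of 50% or more, scaled per plate between neutral and stimulator controls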;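 note: 0% = DMSO wells given calcium and 100% = 1 mM EGTA wells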
SENP7 inh: inhibitors of human SENP7 protease | Q9BQF6 | inhibition, % at 5 µM | 1.5% of 330,000 active | recombinant SENP7, Z-RLRGG-aminoluciferin luminescence, 40 min;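 active = inhibition above about 50% at the single test dose, limit read from the data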;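 note: plate controls were DMSO with enzyme for no effect and no enzyme buffer wells for full effect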
PfG6PD inh: PfG6PD (Plasmodium falciparum) enzyme inhibition. PfGluPho enzyme, NADPH resazurin-diaphorase fluorescence. inhibition, % at 20 µM. 0.78% of 350,000 active. AID 504690;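 active = inhibition reaching at least a set limit at 20 µM in the primary screen, cut at about 59% in these data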;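 note: 0% = DMSO wells with substrate and 100% = DMSO wells lacking glucose-6-phosphate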
SENP8 inh: blocks human SENP8 cleavage of Nedd8 substrate | recombinant SENP8, Nedd8 substrate fluorescence | Q96LD8 | inhibition, % at 20 µM | 0.64% of 360,000 active; in the data active = inhibition mostly above about 40%, no sharp cut-off; inactive = mostly below about 27%
Target sequence (Q96LD8 whole entry, looked up): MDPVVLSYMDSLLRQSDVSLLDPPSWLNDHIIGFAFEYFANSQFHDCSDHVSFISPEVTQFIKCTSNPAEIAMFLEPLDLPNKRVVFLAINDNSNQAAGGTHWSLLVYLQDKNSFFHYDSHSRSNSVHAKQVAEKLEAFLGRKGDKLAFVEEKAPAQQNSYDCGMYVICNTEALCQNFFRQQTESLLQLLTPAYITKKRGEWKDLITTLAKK
SENP6 inh: SENP6 protease inhibition; Q9GZR1; Recombinant SENP6 catalytic domain, aminoluciferin luminescence; inhibition, % at 10 µM; 1.8% of 330,000 active; AID 2599;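 active = inhibition above about 50% at the single tested dose, limit read from the data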;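 note: plate controls were DMSO wells with enzyme for no effect and DMSO wells lacking enzyme for full effect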
Target sequence (Q9GZR1 628-1112 limits assumed): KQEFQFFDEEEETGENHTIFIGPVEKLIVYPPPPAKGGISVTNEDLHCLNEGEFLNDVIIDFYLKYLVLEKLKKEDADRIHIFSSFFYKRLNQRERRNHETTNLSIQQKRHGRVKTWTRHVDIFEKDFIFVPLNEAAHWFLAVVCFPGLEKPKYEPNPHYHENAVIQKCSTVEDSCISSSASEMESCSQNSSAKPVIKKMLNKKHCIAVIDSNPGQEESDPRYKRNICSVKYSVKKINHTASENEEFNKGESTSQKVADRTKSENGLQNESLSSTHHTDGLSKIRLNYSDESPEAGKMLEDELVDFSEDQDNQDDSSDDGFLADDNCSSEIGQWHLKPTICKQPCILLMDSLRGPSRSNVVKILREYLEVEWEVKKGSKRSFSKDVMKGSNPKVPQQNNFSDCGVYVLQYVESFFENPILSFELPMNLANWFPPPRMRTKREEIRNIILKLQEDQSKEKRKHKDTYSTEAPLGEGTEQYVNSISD
ATG4B inhibitor: inhibitors of human ATG4B cysteine protease. ATG4B cleavage of LC3-PLA2, NBD-HPC fluorescence, 1 h. 0.51% of 340,000 active. inhibition, % at 8.33 µM; in the data active = inhibition above about 40%
Target sequence (Q9Y4P1 whole entry, looked up): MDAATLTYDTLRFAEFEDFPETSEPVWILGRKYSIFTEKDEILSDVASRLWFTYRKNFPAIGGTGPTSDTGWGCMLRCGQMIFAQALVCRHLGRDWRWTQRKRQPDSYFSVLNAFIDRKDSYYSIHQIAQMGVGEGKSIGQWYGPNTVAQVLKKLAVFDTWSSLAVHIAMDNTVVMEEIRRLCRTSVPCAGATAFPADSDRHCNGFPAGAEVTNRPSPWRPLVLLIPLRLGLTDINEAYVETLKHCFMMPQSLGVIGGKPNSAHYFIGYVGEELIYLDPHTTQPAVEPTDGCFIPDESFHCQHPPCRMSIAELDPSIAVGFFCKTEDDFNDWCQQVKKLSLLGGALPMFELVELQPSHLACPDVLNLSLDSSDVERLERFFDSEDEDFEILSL
Active calls of the source: *; · = no result given; & = joins results of further samples; ! = repeats disagree. Not a hit list (roughly 6.9% active in at least one column).

SMILES	GRIN3A LBD mod	HKDC1 inhibitor	MPTP inh	SENP7 inh	PfG6PD inh	SENP8 inh	SENP6 inh	ATG4B inhibitor
CCOC(=O)C1=C(COC(=O)c2cc(OC)c(OC)cc2[N+](=O)[O-])NC(=O)NC1C (stereo unspecified)	0	7	-1.8	-5	8	11	-8	-5
CC1(C(=O)N2CCC(CO)(Cc3cccc(C(F)(F)F)c3)CC2)CC1	-1	3	0.3	-6	-24	20	3	5
C[C@H](NC(=O)NCCc1ccccc1)C(=O)O	1	-7	-2.9	-10	-26	23	-17	-6
COc1cccc(/C=C2\SC(N)=NC2=O)c1OS(=O)(=O)c1ccccc1	-8	-9	-1.3	2	-9	-9	11	-5
CCc1nc(SCC(=O)OC(C)C)c2ccccc2n1	3	-7	2.1	4	6	8	-8	4
COC(=O)c1ccc(C)c(-n2c(C)cc(C=O)c2C)c1	8	-2	1.5	-2	8	11	-7	-4
S=C1N(c2ccccc2)C(c2ccc(Cl)cc2)N2CCCN12 (stereo unspecified)	1	3	-0.7	0	-12	20	-2	-2
COc1cccc(NC(=O)CN2C(=O)COc3ccc(C)cc32)c1	-1	-7	0.5	9	-6	3	-26	1
Cc1cc(-c2nc(-c3ccc(C(C)(C)C)cc3)no2)no1	0	0	5.5	-13	-22	-9	-1	1
O=[N+]([O-])c1cc(/C=N/OCc2c(Cl)cccc2Cl)ccc1N1CCOCC1	0	-1	6.0	-7	10	20	2	-1
Cc1cc(C)c(-c2nc3ccccc3s2)[nH]1	-13	3	0.2	4	31	-326	19	4
COc1ccccc1-n1c(SCC(=O)N2CCCCC2)nc(O)c(Cc2ccccc2)c1=O	2	-4	-2.0	6	-13	8	7	-6
COc1ccc(CN2CCC(=O)N([C@H](CO)CC(C)C)CC2)cc1OC	0	0	-2.0	8	-8	3	6	6
CNC(=O)COC(=O)c1cc(-c2ccc(OC)cc2)nc2ccccc12	1	1	-9.3	4	15	-426	21	-22
COC(=O)c1ccc(/C=C2\N=C(SC)SC2=O)cc1	-2	1	0.5	7	-19	-78	-11	8
CN(C)c1ccc(-c2nnn(CC(=O)Nc3ccc4c(c3)OCCO4)n2)cc1	-6	-2	-1.3	-2	13	-3	-10	-7
CC(=O)Nc1ccc(SCC(=O)NCC2(N3CCCCC3)CCCCC2)cc1	-1	-5	-0.5	-5	13	6	4	-4
CCOc1ccc(NC(=O)CN(C)C(=O)c2ccc(C)o2)cc1OCC	-1	-1	-1.8	-3	3	7	-8	-8
O=C(NCCNc1ccc([N+](=O)[O-])cc1)c1ccccc1F	-8	5	-0.5	-15	3	22	-13	-1
CC(=O)Nc1cccc(C(=O)OCC(=O)NNC(=O)c2ccc([N+](=O)[O-])cc2)c1	3	3	-1.1	-2	-1	18	-10	0
COc1ccc(NC(=O)COC(=O)CC2Sc3ccccc3NC2=O)cc1 (stereo unspecified)	4	-1	-0.6	2	8	-2	-9	-15
CCc1ccc(CNc2ccc3c(c2)ncn3CC)cc1	-1	5	0.9	-4	26	-143	-7	-5
CCCC(=O)Nc1nc(-c2ccccc2)ns1	-20	-7	12	-2	30	13	-6	-1
CCOC(=O)c1ccc(OC)c(OC)c1Cl	1	-6	-0.1	3	9	8	-24	-12
Cn1c2ccc(F)cc2c2nnc(SCC(=O)Nc3cccc(O)c3)nc21	-4	0	2.0	2	-1	-12	9	-8

The list goes on.
SMILES	GRIN3A LBD mod	HKDC1 inhibitor	MPTP inh	SENP7 inh	PfG6PD inh	SENP8 inh	SENP6 inh	ATG4B inhibitor
O=C(NCC1CC1)c1cccc2c1C(=O)c1ccc(N3CCCC3)cc1S2(=O)=O	1	-3	0.2	2	-7	20	2	-9
CCc1cc(Cl)c(OC)c(C(=O)NC[C@@H]2CCCN2CC)c1O	1&-1	-7&-7	78*!	7	5&12	-384	-8	5&4
CC(C)C[C@@H](CN(N=O)[C@@H](Cc1ccccc1)CN(C)N=O)N(CCc1ccccc1)N=O	-2	0	2.2	-1	14	19	4	-12
CCN(Cc1ccccc1)C(=O)CCCOc1ccccc1	1	-3	1.0	2	2	8	0	-1
CC(=O)Nc1ccc(S(=O)(=O)NC(C)C(=O)OCCOc2ccc(F)cc2)cc1 (stereo unspecified)	22*	1	0.7	-4	-3	24	-5	2
COc1ccccc1C(=O)NC(=S)N1CCc2ccccc21	-4	1	-1.3	-1	6	2	-3	-7
CCc1nnc(NC(=O)c2ccc(S(=O)(=O)N(CCOC)CCOC)cc2)o1	0	-5	-0.6	7	-2	10	-7	-8
CCc1ccc(C(=O)CSc2ncn[nH]2)cc1	4	-3	3.2	3	11	26	7	-7
Oc1ccc(NCc2cccc(OCc3ccc(F)cc3)c2)cc1	9	3	0.0	35	48	32	8	4
Cc1nc2ccccc2nc1CSc1nncs1	-2	-5	-1.4	-13	9	2	-6	-3
COc1ccc(OCC(=O)Nc2nc3ccc(NC(C)=O)cc3s2)cc1	14*	-9	-1.5	-5	9	-5	-10	-8
Cc1ccc(S(=O)(=O)c2ccc(Cl)cc2)cc1S(=O)(=O)NC(C)C(=O)O (stereo unspecified)	-2	-6	-1.0	-2	-28	27	-28	1
Cc1ccc(NC(=O)c2ccc3ccccc3n2)nc1	3	4	0.8	39	19	4	9	-12
C/C(CC(=O)c1ccccc1)=N\NC(=O)CC#N	0	0	-1.8	7	-15	2	13	7
COc1ccc(OC)c(NC(=O)CSCc2cnn(-c3ccccc3)c2-n2cccc2)c1	-2	3	0.4	-2	-12	18	10	5
COc1ccc(C(=O)N[C@H](C(=O)Nc2ccc(OC)nc2)C(C)C)cc1	0	-8	-0.9	-3	3	9	-16	-2
CN(Cc1ccccc1)S(=O)(=O)c1ccc2[nH]c(=O)oc2c1	-1	1	1.6	9	-45	8	-18	8
O=[N+]([O-])c1ccccc1Oc1ccc(Cl)c2cccnc12	-2	9	0.3	3	14	20	-2	-3
O=C(O)CCCCCCC1C(=O)NC(=O)N1CCC(O)C1CCCCC1 (stereo unspecified)	1	-1	-3.3	0	0	2	-4	-1
COc1ccc(C(=O)Nc2ccnn2C2CCN(Cc3cn(C)nc3C)CC2)cc1	1	0	-1.1	5	-4	7	-14	2
C[C@@H](C(=O)NCc1ccccc1)N1C(=O)C2CC=CCC2C1=O (stereo partly specified)	-1	-1	-1.4	2	-16	12	-10	-1
CCN(CC)C(=O)C12CC3CC(CC(Cl)(C3)C1)C2	-2	-12	-0.4	1	14	0	-10	-2
CC(CCc1ccccc1)NC(=O)c1ccc(NC(=O)c2ccccc2)cc1 (stereo unspecified)	-22	-9	4.4	1	2	13	11	3
O=C(c1ccc2nc(N3CCOCC3)sc2c1)N1CCC(Cc2ccccc2)CC1	-1	1	-1.3	7	6	0	-17	4
O=C(NCc1ccc2c(c1)OCO2)C1(S(=O)(=O)c2ccccc2)CC1	-2	2	2.3	-11	-14	18	-24	9

Arranged by the number under MPTP inh (highest first): six from the list above
canonical_smiles	MPTP inh
CCc1ccc(C(=O)CSc2ncn[nH]2)cc1	3.2
CCN(Cc1ccccc1)C(=O)CCCOc1ccccc1	1.0
O=C(NCC1CC1)c1cccc2c1C(=O)c1ccc(N3CCCC3)cc1S2(=O)=O	0.2
Oc1ccc(NCc2cccc(OCc3ccc(F)cc3)c2)cc1	0.0
CCN(CC)C(=O)C12CC3CC(CC(Cl)(C3)C1)C2	-0.4
COc1ccc(C(=O)Nc2ccnn2C2CCN(Cc3cn(C)nc3C)CC2)cc1	-1.1

(further entries)
SMILES	GRIN3A LBD mod	HKDC1 inhibitor	MPTP inh	SENP7 inh	PfG6PD inh	SENP8 inh	SENP6 inh	ATG4B inhibitor
COc1cccc(C(=O)NC(=S)Nc2ccccc2N2CCOCC2)c1	-2	5	-1.1	0	11	2	10	5
O=Cc1ccc(Cl)c(Cl)c1	-1	-1	-1.4	3	5	4	-13	-2
COCCn1c(-c2cccc(Br)c2)nc2c(c(=O)c3ccccc3n2C)c1=O	2	-3	1.2	-2	3	-11	-13	-2
Cc1ccc(Cl)c(OCC(=O)OCC(=O)NC2CCCc3ccccc32)c1 (stereo unspecified)	-2	-1	-1.9	-5	-13	10	0	9
COC(=O)Nc1ccccc1C(=O)N1CCN(c2ccc(C)cc2)CC1	-2	4	2.8	-1	-2	-18	9	3
Cc1cccc(N2CCN(Cc3nc(-c4cccc(Cl)c4)oc3C)CC2)n1	-3	-12	-0.9	1	8	-3	-5	8
CN(C)S(=O)(=O)N1CCN(CC(=O)Nc2cc(Cl)ccc2Cl)CC1	5	11	-1.9	6	-10	3	-12	7
Cc1ccc(NC(=O)CNC(=O)Cc2cccc3ccccc23)c(O)c1	-1	-7	-0.2	-8	11	5	2	-2
O=C(O)C1CCCCC1C(=O)Nc1ccc2c(c1)OCO2 (stereo unspecified)	0	-3	1.5	-9	27	8	-14	1
Cc1oc2ccc(OS(C)(=O)=O)cc2c1C(=O)OC(C)C	-3	1	-0.5	3	14	-4	1	-5
CN(Cc1ccccc1)S(=O)(=O)c1ccc2c(c1)OCCO2	0	6	0.9	-1	-14	23	-4	23
O=C1c2cccc3cccc(c23)C(=O)N1CC1CCN(S(=O)(=O)c2ccccc2)CC1	2	-1	-0.4	·	-3	-28	·	-9
S=C(Nc1cccc(Cl)c1)NC1CC2CCCC(C1)N2C1CCCC1 (stereo unspecified)	0	-6	24	-14	10	14	-5	7
CC1CC(C)(C)NC(=S)N1CCCC(=O)NCCc1ccc(Cl)cc1 (stereo unspecified)	0	-4	0.3	-15	-4	3	-6	1
CC(C)(C)C1CCC(OC(=O)CCC(=O)Nc2ccccc2)CC1 (stereo unspecified)	-6	1	6.1	3	32	11	-10	9
CCOc1ccc(/C=N/NC(=O)c2c(-c3ccccc3)noc2C)cc1	2	-10	1.5	-12	16	15	-14	-11
CCOc1ccc(CC(=O)NCc2ccc3c(c2)cc(C)n3C)cc1	-2	-3	1.4	4	10	-26	-8	-11
COc1ccccc1N1CCN(C(=O)c2cc3n(n2)C(C(F)(F)F)CC(c2ccco2)N3)CC1 (stereo unspecified)	-2	-9	0.0	-2	-2	8	-9	3
O=C(/C=C/c1ccc(Cl)cc1)NC(=S)Nc1ccc(C(=O)O)cc1	-9	21	0.5	4	20	16	15	0
Cc1oc(-c2ccc(Cl)cc2)nc1CN1CCCC(C(=O)NCc2ccco2)C1 (stereo unspecified)	-1	-4	-2.5	0	-4	-1	3	-11
C=CCOc1c(CCC)cc(CCC)cc1C(N)=O	0	-1	1.1	1	-8	26	-7	21
Cc1cccc2sc(NNC(=O)c3cc(=O)c4ccccc4o3)nc12	-2	-23	2.0	89*	25	12	98*	6
Cc1cc([N+](=O)[O-])nn1CC(=O)Nc1ccc(F)cc1	1	-7	0.7	0	10	12	-11	6
NC(=S)N(c1ccccc1)c1ccccc1	-21	1	0.1	7	9	6	-5	-4
O=C(Nc1ccc2c(c1)OCCO2)c1cnc2n(c1=O)CCS2	0	0	-0.5	11	4	-3	11	-1

Next part (two carried over from the part before).
SMILES	GRIN3A LBD mod	HKDC1 inhibitor	MPTP inh	SENP7 inh	PfG6PD inh	SENP8 inh	SENP6 inh	ATG4B inhibitor
NC(=S)N(c1ccccc1)c1ccccc1	-21	1	0.1	7	9	6	-5	-4
O=C(Nc1ccc2c(c1)OCCO2)c1cnc2n(c1=O)CCS2	0	0	-0.5	11	4	-3	11	-1
Cc1cccc(CN2CCN(c3nc4nonc4nc3NC3CC3)CC2)c1	1	-5	0.4	6	8	15	24	-6
COC(=O)c1ccc(NC(=O)Cn2nnc3ccccc32)cc1	-1	-6	-0.2	-4	-1	24	-1	1
CCCN1CCN(CCCNC(=O)Cn2nc(C)n3c(cc4cc(OC)ccc43)c2=O)CC1	1	-1	1.2	3	16	-131	-17	-9
O=C(CN1C2=NCCCN2c2ccccc21)c1cccs1	-2	4	-1.1	-11	-8	17	-9	6
C=CCn1c(SCC(=O)NC(=O)NCc2ccco2)nc2sc(CC)cc2c1=O	0	5	0.9	-5	9	-8	-11	-8
O=C(Nc1cccnc1)c1ccccc1O	-1	2	-0.1	6	6	-43	3	-2
Cc1ccc(-n2cnn(-c3ccc([N+](=O)[O-])cc3[N+](=O)[O-])c2=O)cc1	-3	3	0.3	7	-23	16	13	0
